Jurkat tox 60K: cytotoxicity toward Jurkat T cells, primary screen, cytotoxicity control, cell-based, Jurkat E6.1, 60K MLSMR library; Jurkat E6.1 viability, ATP luminescence, 48 h; inhibition, % at 4 µM; 56,000 compounds, 1.2% hits; AID 463, 2006;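 active means inhibition above the mean inhibition of all tested compounds plus 3 SD, cut at about 28% in these data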
S1P1 ag pot: S1P1 agonists and agonism potentiators, primary screen, cell-based, primary and confirmation screens, CRE-bla reporter | S1P1 CRE-bla cells, forskolin, beta-lactamase FRET, potentiator mode; S1P1 agonist co-added at EC20, 2 nM; 100% = saturating reference agonist, 0% = basal | AID 449, 2006 | Sphingosine 1-phosphate receptor 1 (Homo sapiens), P21453 | activation, % at 9.5 µM | 56,000 compounds, 0.57% hits;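 active means activation above a cutoff set at the mean activation of all tested compounds plus 3 SD, cut at about 54% in these data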;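 further: forskolin at 4 µM as EC80 and the EC20 agonist is SEW2871; 100% = SEW2871 at its EC100 plus forskolin at EC80; some compounds past the cut are filed as inactive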
Target sequence (P21453 whole entry, looked up): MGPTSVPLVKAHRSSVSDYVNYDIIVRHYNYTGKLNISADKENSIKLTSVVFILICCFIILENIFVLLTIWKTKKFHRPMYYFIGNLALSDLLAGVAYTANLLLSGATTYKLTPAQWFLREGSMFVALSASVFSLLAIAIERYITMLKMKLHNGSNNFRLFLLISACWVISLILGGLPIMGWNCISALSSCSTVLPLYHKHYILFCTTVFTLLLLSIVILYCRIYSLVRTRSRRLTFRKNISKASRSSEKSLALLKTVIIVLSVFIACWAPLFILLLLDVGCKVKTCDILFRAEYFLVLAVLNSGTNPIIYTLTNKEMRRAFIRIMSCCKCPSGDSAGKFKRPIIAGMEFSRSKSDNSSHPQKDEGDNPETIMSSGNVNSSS
HTR1E agonist: 5-HT1E receptor agonists, primary screen, cell-based, HTS; activation, % at 6 µM; CHO 5-HT1E Ga15 NFAT-bla reporter, FRET; 0% DMSO wells, 100% control agonist wells; 65,000 compounds, 0.69% hits; AID 574, 2007;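 active means activation above a set limit, the screen-wide mean activation plus 3 SD, cut at about 8.5% in these data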;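 further: 100% = positive control agonist at 1 µM giving full maximal response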
M1 antagonist: antagonists of rat M1 muscarinic receptor; 64,000 compounds, 3.4% hits; AID 628, 2007; CHO-M1 cells, Fluo-4 calcium, ACh EC80 antagonist mode; active compounds read low; B-score at 10 µM;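 active means calcium fluorescence response, raw or row-and-column corrected B-score, differing from the plate sample mean either way at a set confidence level, mostly lower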
S1P3 ag: human S1P3 receptor agonists, primary screen, cell-based, primary and confirmation, NFAT-BLA reporter; Sphingosine 1-phosphate receptor 3 (Homo sapiens), Q99500; S1P3 NFAT-BLA reporter cells, agonism, FRET ratio; relative to 1 µM S1P, basal subtracted; activation, % at 4.5 µM; 60,000 compounds, 0.1% hits;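 active means activation above the screen-wide mean plus 3 SD, cut at about 4.5% in these data, passing the limit was not always enough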; further: some compounds called inactive have numbers as strong as hits
Target sequence (Q99500 whole entry, looked up): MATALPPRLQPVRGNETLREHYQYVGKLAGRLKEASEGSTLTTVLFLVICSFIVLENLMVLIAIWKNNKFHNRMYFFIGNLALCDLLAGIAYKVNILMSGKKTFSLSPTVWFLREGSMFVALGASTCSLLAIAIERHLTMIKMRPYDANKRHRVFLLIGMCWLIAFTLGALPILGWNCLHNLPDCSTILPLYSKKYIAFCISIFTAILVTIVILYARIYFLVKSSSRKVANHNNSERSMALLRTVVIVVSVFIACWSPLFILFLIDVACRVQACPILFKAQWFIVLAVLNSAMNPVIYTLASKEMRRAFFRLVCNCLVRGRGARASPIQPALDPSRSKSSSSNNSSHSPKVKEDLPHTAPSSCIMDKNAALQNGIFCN
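material = human S1P3 NFAT-BLA reporter CHO cells | schedule = 4 h compound at 37 °C, 2 h substrate at RT | measured by = fluorescent BLA substrate, ex 405 nm, em 460/535 nm ratio | controls = 1 µM S1P reference | replication = primary once, confirmation triplicate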
HTR1E antagonist: 5-HT1E receptor antagonists, primary screen, cell-based, HTS; 5-hydroxytryptamine receptor 1E (Homo sapiens), P28566; CHO 5-HT1E Ga15 NFAT-bla reporter, FRET, antagonist; inhibition, % at 6 µM; 65,000 compounds, 0.99% hits;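 active means inhibition above a set limit, the mean inhibition across every tested compound plus 3 SD, cut at about 29% in these data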;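 further: signal is the 460 over 535 nm emission ratio of beta-lactamase substrate; 0% = agonist plus DMSO wells and 100% = wells without agonist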
M1 ag: M1 muscarinic receptor agonists, primary screen, CHO-M1 cells, Fluo-4 calcium, agonist mode; B-score at 10 µM; Muscarinic acetylcholine receptor M1; 64,000 compounds, 3% hits; Fluo-4 calcium fluorescence; active compounds read high; AID 626, 2007;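 active means fluorescence rise, raw or as B-score row- and column-corrected plate score, outside the 99.7% band of its plate's samples, either direction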
HEK293 NFkB inh: inhibitors of PMA/ionomycin-induced NF-kB reporter, primary screen, antigen receptor NF-kB inhibitor project, cell-based, HEK-293 luciferase reporter, luminescence. AID 465, 2006. 62,000 compounds, 0.21% hits. inhibition, % at 3 µM. HEK-293 NF-kB luciferase reporter;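 active means inhibition above the mean of all tested compounds plus 3 SD, cut at about 40% in these data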;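 further: 0% = stimulated DMSO wells and 100% = 10 µM reference inhibitor 5653914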
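System – HEK-293 cells with stable firefly luciferase reporter driven by four HIV NF-kB elements · Doses – one dose, 3 µM · Schedule – 1 h compound pre-incubation, 16 h PMA/ionomycin at 37 °C · Technique – luminescence from luciferase substrate reagent · Measure – percent inhibition normalized per plate to DMSO and reference-inhibitor controls · Replicates – tested once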
Her2 expr inh: inhibitors of Her2 protein expression, primary screen, SKBR-3 cells, AlphaScreen, 66K library; Receptor tyrosine-protein kinase erbB-2 (Homo sapiens), P04626; HER2 level % of control, % at 10 µM; 65,000 compounds, 0.69% hits; AID 645, 2007; SKBR-3 HER2 protein level, 18-24 h; active compounds read low;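 active means HER2 level under 5% of the carrier-only control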;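 further: 100% = DMSO carrier and 0% = 500 nM PU-H71 HSP90 inhibitor; lower value means stronger loss of Her2 protein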
Numbers without * were called inactive; / = not tested or not shown.

SMILES	Jurkat tox 60K	S1P1 ag pot	HTR1E agonist	M1 antagonist	S1P3 ag	HTR1E antagonist	M1 ag	HEK293 NFkB inh	Her2 expr inh
CCOc1cc(/C=N/n2cnnc2)c(Br)cc1O	-3	-9	-0.1	0.72	0.4	-7	-0.13	-2	69
CCOC(=O)N1CCC(n2c(SCC(=O)Nc3ccccc3OC)nc3ccccc3c2=O)CC1	/	/	-2.2	-0.13	/	15	1.8	16	92
O=C(c1ccc(NC2=NC3CS(=O)(=O)CC3S2)cc1)N1CCc2ccccc2C1 (centres undefined)	3	4	2.1	-0.022	-1.3	-17	0.39	13	70
OC1CCCN(Cc2cccc3ccccc23)C1 (centres undefined)	-1	-4	-0.2	-0.097	-0.3	-10	-0.068	15	108
CCOc1ccc(NC(=O)C2CC(=O)N(c3cc(C)cc(C)c3)C2)cc1 (centres undefined)	-5	3	0.3	-2.8*	0.3	0	-0.14	9	110
CCOC(=O)N1CCC(Nc2nc3ccccc3n3cnnc23)CC1	5	1	1.1	0.83	-1.4	16	-0.7	13	95
O=C(CN1CCN(c2nc(-c3ccc(Cl)cc3)cs2)CC1)NCc1ccco1	4	20	0.5	-0.0091	8.6	1	-0.89	11	77
CC(=O)Nc1ccc(S(=O)(=O)NCc2cn3c(C)csc3n2)cc1	5	-14	0.4	0.2	9.1	-6	0.37	14	107
CCn1c(COc2ccc3c(c2)OCO3)nnc1SCC(=O)c1ccccc1	3	14	-0.5	0.41	-0.1	6	0.12	19	66
O=C(c1ccccc1)c1ccc(C(=O)N2CCN(c3ccc(F)cc3)CC2)o1	3	3	-1.2	1.2	-1.9	-7	-0.65	2	71
CCc1ccc(-c2nc(CSCC(=O)NCCCN3CCCC3=O)c(C)o2)cc1	8	11	0.7	-0.53	-0.5	0	0.022	21	100
CCn1c(=O)cc(SCC(=O)Nc2ccccc2N2CCN(C)CC2)c2ccccc21	2	4	-0.1	-0.022	0.9	-2	-0.044	0	114
CCOC(=O)c1oc2ccccc2c1CSc1nnnn1-c1ccc(OC)cc1	3	15	-0.7	0.7	0.1	4	0.075	4	45
O=S(=O)(c1ccccc1)c1nc(-c2ccco2)oc1NCc1ccco1	5	10	0.3	0.095	-0.6	13	0.0093	17	95
COc1ccccc1N1CCN(C(c2ccc(Cl)cc2)c2nnnn2C(C)(C)C)CC1 (centres undefined)	-3	6	0.1	/	-0.8	-9	/	21	100
O=C(Nc1ccc2c(c1)OCO2)c1cnn2c(C(F)(F)F)cc(-c3ccco3)nc12	12	-14	0.6	0.025	-1.7	-6	1.9	20	124
COC(=O)c1ccc(C)c(NS(=O)(=O)c2ccc(NC(C)=O)cc2)c1	-5	-7	0.0	0.7	-2.4	3	-1.1	0	95
CCOC(=O)C1=C(C)NC(=O)CC1c1ccccc1 (centres undefined)	-2	/	-0.5	0.26	-0.4	-2	-0.14	5	134
COC(=O)c1nnn(-c2nonc2N)c1CSCCO	-7	/	0.4	0.44	-0.4	0	-0.97	12	/
CCCC(C(=O)NC1CCCC1)N(CC1CCCO1)C(=O)c1snc(C(N)=O)c1N (centres undefined)	-2	-7	0.8	0.13	-1.2	-2	-0.095	3	87
Cc1ccc2[nH]c(=O)c(CN(CC3CCCO3)S(=O)(=O)c3cccc4nsnc34)cc2c1 (centres undefined)	4	-7	0.0	1.8	-0.8	1	0.052	13	82
Clc1ccc2nc(NC3=NCN(CCN4CCOCC4)CN3)nc(-c3ccccc3)c2c1	12	-22	1.0	-15*	-1.0	-2	0.8	-2	84
CCn1c(=N)c(S(=O)(=O)c2ccc(F)cc2)cc2c(=O)n3ccccc3nc21	-7	-104	4.4	1.6	1.5	27	0.22	19	94
COc1ccc(C(N)CCc2ccco2)cc1 (centres undefined)	3	-22	-0.4	0.82	-0.1	-12	-1.3	-3	116
Cc1ccc(C)c(OCCCN2CCCC2)c1	5	5	0.8	-3*	-0.9	5	-1.8	13	155
SMILES	Jurkat tox 60K	S1P1 ag pot	HTR1E agonist	M1 antagonist	S1P3 ag	HTR1E antagonist	M1 ag	HEK293 NFkB inh	Her2 expr inh
OC[C@H]1O[C@@H](n2cnc3c(Nc4ccccc4)ncnc32)[C@H](O)[C@@H]1O	/	-2	-0.7	-0.17	-2.7	9	0.33	/	98
CSc1nsc(SC)c1NC(=O)OCCc1ccccn1	-4	/	-0.2	1.2	-0.4	7	-0.88	12	92
C=CCn1c(SCC(=O)Nc2ccc3c(c2)OCO3)nnc1-c1ccccc1	-2	-1	0.3	-0.48	-0.8	7	-1.2	6	93
Clc1ccc(-c2nn3c(-c4ccncc4)nnc3s2)c(Cl)c1	4	-6	0.3	0.036	-0.9	4	0.82	16	102
O=C(O)c1cccc(S(=O)(=O)Nc2ccccc2Cl)c1	6	/	-0.9	-0.2	-0.2	7	0.42	0	92
CCOC(=O)c1cc2c(=O)n3ccccc3nc2n(Cc2ccco2)c1=NC(=O)c1cccnc1	/	/	3.2	-1	/	-2	6.2*	18	103
CCNC(=O)C1CC(=O)N(Cc2ccc3c(c2)OCO3)C(=Nc2ccc(F)cc2)S1 (centres undefined)	10	-13	-1.3	-0.2	-1.2	8	0.34	1	86
Clc1cccc(Cl)c1COc1ccncc1	-3	-15	1.7	0.66	0.0	-7	-0.24	11	109
Cc1ccc(CN2CCNC(=O)C2CC(=O)O)cc1 (centres undefined)	-3	-9	1.2	0.98	-0.5	9	-0.03	2	/
CCOC(=O)N1CCN(C(=O)CSCC(=O)N=c2sc3cc(OC)ccc3n2C)CC1	/	/	1.0	0.92	/	-1	-0.054	12	98
O=C(CN1CCOc2ccccc21)N1CCC(Cc2ccccc2)CC1	2	6	0.4	0.43	-0.9	2	-0.023	0	82
O=S(=O)(c1ccc(N2CCCC2c2nc3ccccc3s2)nc1)N1CCOCC1 (centres undefined)	1	9	-0.1	0.65	-0.2	13	0.19	11	119
O=C(CSc1ccc2nnc(-c3cccc(F)c3)n2n1)NCc1ccco1	2	2	-0.3	-0.4	0.2	4	-0.13	5	91
O=C(CSc1ncn[nH]1)NCCCc1ccccc1	4	-1	0.0	/	-0.4	-4	/	13	270
Cc1nn(Cc2ccccc2)c(C)c1NC(=O)CCC(=O)O	0	13	0.8	-0.45	-0.4	-9	0.35	0	102
CC(C)(C)c1nn(-c2ccccc2)c2[nH]c(=O)c(CNCc3ccco3)cc12	-1	0	0.8	0.044	0.2	11	0.17	5	69
Cc1ccc(S(=O)(=O)N2CCC(C(=O)N[C@H](C(=O)NCc3ccco3)C(C)C)CC2)cc1	0	5	-0.6	0.37	-0.4	5	1.2	6	77
CCOC(=O)C(NC(=O)c1ccc(OC)cc1)(N1CCOCC1)C(F)(F)F (centres undefined)	4	2	-0.3	-0.3	0.3	-6	-0.34	12	95
Cn1nnnc1SCC(=O)Nc1ccc(Br)cc1Cl	9	-2	-0.8	0.32	-1.0	-3	-0.2	21	85
O=C(Nc1cccc(C(F)(F)F)c1)C1CCCN(c2ncccn2)C1 (centres undefined)	0	5	-1.2	-0.98	-0.5	0	0.3	18	89
Cc1cc(C(F)(F)F)nc(NCc2ccc(F)cc2)n1	/	/	0.3	-0.046	/	0	-0.45	5	/
COc1ccc(NC(=O)CC2SC(=NCc3ccccc3OC)NC2=O)cc1 (centres undefined)	3	0	-0.3	-1.1	-0.2	-3	0.041	9	91
CSc1cccc(NS(=O)(=O)c2cccs2)c1	3	-12	-1.0	0.95	-0.7	24	2.8*	12	103
CCCCN(C)C(=O)C(Cc1ccccc1)NS(=O)(=O)c1ccc2c(c1)CCC(=O)N2 (centres undefined)	3	-7	-0.4	-0.34	-0.6	3	0.28	10	97
COc1ccc(-c2nc(CSCC(=O)NCc3ccc4c(c3)OCO4)c(C)o2)cc1OC	2	-5	0.5	0.86	0.2	-5	0.11	19	85
SMILES	Jurkat tox 60K	S1P1 ag pot	HTR1E agonist	M1 antagonist	S1P3 ag	HTR1E antagonist	M1 ag	HEK293 NFkB inh	Her2 expr inh
C=CCn1c(-c2ccoc2)n[nH]c1=S	-5	-16	-0.4	0.23	-1.1	3	0.75	-5	81
O=C(C1CC1)N1CCc2cc(Br)cc(S(=O)(=O)NCC3COc4ccccc4O3)c21 (centres undefined)	/	/	-0.8	0	/	-6	1.4	11	266
Cc1ccc(C(=O)CSc2ncn[nH]2)cc1	-6	12	-0.2	1.1	-0.4	13	0.24	-5	97
O=C(Cc1ccc(Cl)c(Cl)c1)OCC(=O)c1ccc[nH]1	-7	-11	0.2	0.14	-0.3	-8	-0.43	10	119
COC(=O)N1CN(C(=O)OC)CN(C(=O)OC)C1	-4	-8	0.4	0.74	-0.2	-2	-0.16	0	120
CC1=C2C(=O)OC(c3ccoc3)C2(C)CCC1 (centres undefined)	2	-11	-0.8	-1.4	-0.9	4	-1.2	4	104
O=C1C2C3C=CC(C3)C2C(=O)N1c1ccc2c(c1)OCO2 (centres undefined)	2	14	0.5	0.29	-2.1	8	0.11	18	/
CCCCC(c1nnnn1CC1CCCO1)N1CCN(c2cccc(C)c2C)CC1 (centres undefined)	2	14	38*	-1	-1.0	3	-0.99	7	111
CN(Cc1nc(-c2ccncc2)no1)S(=O)(=O)c1ccc(Br)cc1	13	/	0.8	-0.63	-1.4	0	0.074	11	102
COC(=O)c1ccccc1S(=O)(=O)N1CCC(c2nc3ccccc3o2)CC1	/	/	-0.9	-0.011	/	2	-0.34	4	111
COc1ccc2nc(NC(=O)c3cnccn3)sc2c1	3	8	-0.2	-2.7*	-0.9	1	-1.9	-37	91
CC12CCC(C(=O)NCc3ccc4c(c3)OCO4)(OC1=O)C2(C)C (centres undefined)	6	-23	-0.9	/	0.0	5	/	8	110
NC(=O)CN1CCCN(S(=O)(=O)c2ccc(Br)cc2)CC1	2	-8	-1.2	0.57	7.3	5	0.17	7	115
O=C(C1CCCN1S(=O)(=O)c1cccc2cccnc12)N1CCn2c1nc1ccccc12 (centres undefined)	1	11	1.4	0.39	-1.2	4	-1	-9	69

Structures listed so far that contain a COOH group, in the order listed:
SMILES	Jurkat tox 60K	S1P1 ag pot	HTR1E agonist	M1 antagonist	S1P3 ag	HTR1E antagonist	M1 ag	HEK293 NFkB inh	Her2 expr inh
O=C(O)c1cccc(S(=O)(=O)Nc2ccccc2Cl)c1	6	/	-0.9	-0.2	-0.2	7	0.42	0	92
Cc1ccc(CN2CCNC(=O)C2CC(=O)O)cc1 (centres undefined)	-3	-9	1.2	0.98	-0.5	9	-0.03	2	/
Cc1nn(Cc2ccccc2)c(C)c1NC(=O)CCC(=O)O	0	13	0.8	-0.45	-0.4	-9	0.35	0	102

Assay outcomes (PubChem BioAssay)
